Assay outcomes: PubChem, several laboratories
HCV NS3 hel inh: blocks Hepatitis C virus NS3 helicase unwinding; inhibition, % at 10.9 µM; actives 0.56% (n = 290,000); NS3 helicase DNA unwinding, Cy5 molecular beacon fluorescence;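 active means inhibition above the mean of all tested compounds plus 3 SD, set per campaign, cut at about 35% in these data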;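 further: 0% = DMSO wells and 100% = thioflavine S control wells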
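Measured by: Cy5 fluorescence, 0 and 60 min reads / Assay system: NS3 helicase fragment of HCV / Control set: low DMSO, high thioflavine S at 110 µM / Times: 1 h reaction at 25 °C, ATP-initiated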
IMP-1 inhibitor: blocks Pseudomonas aeruginosa IMP-1 metallo-beta-lactamase | AID 1556 | inhibition, % at 5.6 µM | purified IMP-1, nitrocefin hydrolysis, epi-absorbance fluorescence | actives 0.45% (n = 290,000);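 active means inhibition above the mean plus 3 SD of all compounds in the same screening run, cut at about 4.5% in these data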;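 further: 0% = IMP-1 with DMSO and 100% = DMSO wells lacking enzyme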
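Test system: recombinant IMP-1 enzyme, purified / Medium: HEPES buffer pH 7.1 with ZnSO4 and Brij 35 / Doses: single dose, 5.6 µM / Times: 25 °C, 15 min preincubation, 25 min reaction / Detection: Epi-absorbance via hydrolysed-nitrocefin quenching of white-plate fluorescence, 480/530 nm, EDTA stop / Evaluation: percent inhibition from optical density relative to buffer-blank wells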
VIM-2 inhibitor: blocks Pseudomonas aeruginosa VIM-2 metallo-beta-lactamase. AID 1527. inhibition, % at 5.6 µM. actives 0.89% (n = 290,000). purified VIM-2, nitrocefin hydrolysis, epi-absorbance fluorescence;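 active means inhibition above the mean of all tested compounds plus 3 SD, cutoff set per screening run, cut at about 7.5% in these data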;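 further: red hydrolysis product quenches plate fluorescence so inhibitors raise well fluorescence; 0% = enzyme with DMSO and 100% = DMSO without enzyme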
IDE act: IDE (human) activation, cell-based. P14735. HEK cells, FAbeta-B cleavage, fluorescence polarization; 0% vehicle, 100% cell-free pure enzyme wells. activation, % at 5.96 µM. actives 0.073% (n = 340,000). AID 493087;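 active means activation above the mean of all tested compounds plus 3 SD, set per screening campaign, cut at about 17% in these data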
Target sequence (P14735 whole entry, looked up): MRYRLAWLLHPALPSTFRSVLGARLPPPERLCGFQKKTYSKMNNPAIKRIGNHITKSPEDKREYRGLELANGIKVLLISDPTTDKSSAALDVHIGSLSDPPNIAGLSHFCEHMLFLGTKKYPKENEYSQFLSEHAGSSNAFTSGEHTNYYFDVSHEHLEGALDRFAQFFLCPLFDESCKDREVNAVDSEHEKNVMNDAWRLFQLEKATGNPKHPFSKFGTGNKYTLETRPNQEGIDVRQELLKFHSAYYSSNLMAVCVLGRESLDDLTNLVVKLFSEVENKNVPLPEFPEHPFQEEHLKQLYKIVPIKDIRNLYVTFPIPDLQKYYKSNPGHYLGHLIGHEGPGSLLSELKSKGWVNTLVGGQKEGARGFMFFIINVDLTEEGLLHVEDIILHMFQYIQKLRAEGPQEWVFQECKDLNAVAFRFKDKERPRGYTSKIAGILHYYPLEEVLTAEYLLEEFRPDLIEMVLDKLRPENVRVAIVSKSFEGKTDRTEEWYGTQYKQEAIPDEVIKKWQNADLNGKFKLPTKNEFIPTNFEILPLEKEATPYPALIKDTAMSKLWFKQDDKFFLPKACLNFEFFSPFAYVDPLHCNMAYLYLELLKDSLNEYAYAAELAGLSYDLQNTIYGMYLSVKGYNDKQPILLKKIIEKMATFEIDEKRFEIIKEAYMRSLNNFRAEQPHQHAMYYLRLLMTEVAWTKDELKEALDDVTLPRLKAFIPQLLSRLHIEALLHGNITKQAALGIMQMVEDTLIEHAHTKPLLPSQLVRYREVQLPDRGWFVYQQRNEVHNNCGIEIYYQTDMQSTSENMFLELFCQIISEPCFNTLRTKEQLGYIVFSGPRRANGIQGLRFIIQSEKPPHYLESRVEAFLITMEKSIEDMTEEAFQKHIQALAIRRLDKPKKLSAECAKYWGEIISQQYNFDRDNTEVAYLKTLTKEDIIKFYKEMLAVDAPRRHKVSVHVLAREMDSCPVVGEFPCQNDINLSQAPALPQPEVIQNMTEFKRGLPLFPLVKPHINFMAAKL
MEKK3 PB1 HTS: modulators (inhibitors or enhancers) of MEK5 binding to human MEKK3 PB1 domain; Q99759; bead-based flow cytometry, Alexa488-MEK5 binding to MEKK3; actives lie on both sides; 0 = blocked by unlabeled MEK5, 100 = vehicle; binding response (% of control), % at 10 µM; actives 1.4% (n = 290,000); AID 1529;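 active means binding response more than 3 SD above or below the average of its plate-row segment, actives on both sides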;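 further: Alexa488 bead fluorescence after subtracting the streptavidin-only scavenger bead signal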
SUMO HTRF inh: blocks human SUMOylation mediated by UBC9. P63279. HTRF SUMOylation assay, SAE1/SAE2 + UBC9, in vitro. inhibition, % at 35 µM. actives 0.36% (n = 290,000). AID 2006; in the data active means inhibition above about 50%, passing the limit was not always enough; further: strong numbers were not always called active
FID counter: counter-screen for HCV NS3 helicase inhibitors: DNA intercalator displacement | actives 0.17% (n = 290,000) | DNA fluorescent intercalator displacement, fluorescence | inhibition, % at 7.9 µM; in the data active means inhibition above about 37%;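 further: 0% = vehicle and 100% = reference compound; higher means more ethidium bromide displaced from hairpin DNA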
pCIP destab: p/CIP protein destabilization | Q05BA5 | F442A p/CIP-EGFP cells, EGFP fluorescence, 16 h | decrease of EGFP signal, % at 10 µM | actives 0.01% (n = 290,000);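 active means EGFP signal decrease of at least 30% at 10 µM or well 3 SD below plate mean, unless failing retest; inactive means the rest, including hits failing retest or dose response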; further: some compounds called inactive have numbers as strong as hits; many of its hits are not listed in these tables
PHOSPHO1 inh: inhibitors of human PHOSPHO1 phosphatase; Q8TCT1; recombinant PHOSPHO1, absorbance phosphatase assay; inhibition, % at 13.3 µM; actives 1.1% (n = 290,000); AID 1565; in the data active means inhibition above about 60%
Active calls of the source: *; · = not tested or not shown; [ ] = dose if it differs, or a comment.

SMILES	HCV NS3 hel inh	IMP-1 inhibitor	VIM-2 inhibitor	IDE act	MEKK3 PB1 HTS	SUMO HTRF inh	FID counter	pCIP destab	PHOSPHO1 inh
COc1cc(/C=N/NC(=O)C2c3ccccc3Oc3ccccc32)ccc1O	4	1.4	1.1	-4	122*	-9	-6	3	12
CCOC(=O)CCc1cccc2c1CCC2=O	-2	-1.3	-1.4	0	107	28	-5	0	18
COc1ccc(OC)c(/C=C/C(=O)N(C)CC(=O)Nc2cc(C)ccc2C)c1	-8	-0.3	-1.7	-3	98	34	-26	6	-17
CCC(C)Sc1nc2c(c(=O)[nH]c(=O)n2C)n1C (stereo not given)	4	-0.1	2.0	2	80	22	-5	-7	39
COC(=O)c1c(/N=C/NOCc2ccc(Cl)cc2)sc2c1CCN(c1ncc(C(F)(F)F)cc1Cl)C2	16	0.6	-1.0	-1	100	-23	-4	-15	11
COc1ccccc1NC(=O)C1=C(C)NC2=C(C(=O)CCC2)C1c1ccc2c(c1)OCO2 (stereo not given)	-5	-5.0	-4.4	7	77	11	-19	6	2
O=c1ccc(-c2ccc(S(=O)(=O)NCC3CCN(Cc4ccccc4F)CC3)s2)n[nH]1	-27	-2.2	-1.4	5	107	16	10	-10	32
CC(=O)Nc1ccc(CNC(=O)C[N+]2(C)CCOCC2)cc1	-2	-2.4	0.5	0	95	15	-5	-19	28
CS(=O)(=O)N1CCN(c2ccc([N+](=O)[O-])c(NCc3ccc(Cl)cc3)c2)CC1	1	-2.7	-1.8	5	106	12	2	0	-27
CCCc1cc(C(=O)N2CCCC(N3CCN(c4ccccc4C)CC3)C2)n(C)n1 (stereo not given)	-13	-0.2	-0.5	2	98	-1	-23	0	19
O=C(O)CCC(=O)c1c[nH]c2ccccc12	5	-4.2	-1.2	4	99	-3	-3	-2	4
O=C(Nc1cccc2cccnc12)c1ccc(Cl)cc1Cl	-14	-3.7	-1.0	-4	92	10	-14	0	-20
Cc1ccc(-n2c(C)cc(C(=O)CN3C(=O)C(=O)N(C4CCCC4)C3=O)c2C)cc1	6	-1.4	-2.7	1	101	7	-12	6	8
O=C(NCc1ccc2c(c1)OCO2)c1ccc(-n2cnnn2)cc1	-1	-2.7	-1.4	7	100	11	2	-4	1
O=C(O)c1cccc(-n2cccc2C=C2C(=O)c3ccccc3C2=O)c1	16	-1.3	4.0	-16	98	-13	-16	3	2
Cc1ccc(C)c(Cn2c(=O)n(CCCC(=O)NCc3ccco3)c(=O)c3sccc32)c1	-3	-2.0	-2.6	6	106	8	-2	-2	-5
Cc1ccc(NS(=O)(=O)c2cc(Br)cnc2N)cc1C	-1	-5.2	-4.3	1	102	-12	-13	5	34
Cc1ccc(Cl)cc1NS(=O)(=O)c1ccc(-n2cccn2)cc1	-1	-7.5	-0.8	-3	97	-11	-12	-18	10
COc1ccc(OC)c(S(=O)(=O)NCc2nc3nc(C)cc(C)n3n2)c1	3	-1.1	-1.3	5	100	-7	-4	10	29
CC(=O)c1ccc(NC(=O)Oc2ccccc2)cc1	2	0.5	0.2	-2	94	2	-4	-1	-1
CCc1ccccc1NC(=O)CCc1c(C)nc(SC)nc1C	-7	-3.8	-1.0	3	99	1	-15	4	31
COCCNC(=O)CC(=O)N/N=C/c1cccc(C(=O)OC)c1	2	-2.4	-4.2	-1	105	15	-2	-15	37
Cc1nc2ccccc2c(=O)n1NC(=O)c1cc(Br)ccc1Cl	3	-3.7	-2.5	8	88	17	-7	-16	38
CN(CCc1ccccn1)C(=O)CCC1CCCN(C(=O)c2cscn2)C1 (stereo not given)	-3	-3.0	-1.8	-3	99	-2	-4	-1	11
CCOc1ccccc1NC(=O)N1CCC(C(=O)c2ccc(F)cc2)CC1	17	2.2	-1.9	-3	106	20	-21	-8	12
COc1ccc(C(CNC(=O)c2ccc(OCC3CCCO3)cc2)N2CCOCC2)cc1 (stereo not given)	-2	-3.2	-2.8	3	97	-1	-15	-3	3
O=C(/C=C/c1ccccc1)Nc1cccnc1Cl	-1	-3.5	-3.4	-3	100	5	-1	2	39
CCOc1ccc(C(=O)OCC(=O)Nc2nc(OC)cc(OC)n2)cc1OCC	-5	-1.5	-2.0	1	100	21	-1	-4	-34
O=C(Nc1ccc2[nH]c(=O)[nH]c2c1)Nc1ccc(F)cc1F	-13	-3.8	-2.3	5	104	9	-1	-16	37
CCC1CCCCN1Cc1nc2c(c(=O)n(C)c(=O)n2C)n1CC(C)C (stereo not given)	·	·	·	1	116	-7	·	8	0
N=c1c(C(=O)NCC2CCCO2)cc2c(=O)n3ccccc3nc2n1C1CCCC1 (stereo not given)	3	-1.3	1.5	0	102	7	-5	-15	-22
COc1ccc(C(=O)NNC(=O)c2ccc(C(C)(C)C)cc2)cc1	-9	-1.5	-4.0	5	1.0*[inhibitor]	-7	-12	-5	16
CCOC(=O)C1CCN(C(=O)CN(c2ccc3c(c2)OCO3)S(C)(=O)=O)CC1	-3	-3.1	-6.5	3	98	-11	-8	-6	-17
COc1cc(OC)c(OC)cc1CN1CCN(S(=O)(=O)c2ccc(NC(C)=O)cc2)CC1	0	-0.1	-2.5	-1	96	8	6	-4	44
COC(=O)[C@@H](NC(=O)NC1CCCCC1C)C(C)C (stereo not given in full)	1	-2.0	-0.7	-1	100	7	1	-8	7
CCC(C)n1c(SCc2ccccc2)nc2ccsc2c1=O (stereo not given)	8	-2.8	-2.9	1	151*	-4	-3	-12	16
CC1(C)Cc2ccccc2-c2nc(NCCO)n(-c3ccccc3)c(=O)c21	-3	-2.7	0.6	3	99	22	-22	6	23
Cc1cc(C)cc(CC2CC(=O)N(c3cc(C)on3)C2=O)c1 (stereo not given)	5	0.0	-0.8	0	103	2	-7	6	5
O=C(CCS(=O)(=O)Cc1ccccc1)Nc1ncc([N+](=O)[O-])s1	4	-1.9	-2.7	-5	100	3	10	-4	28
COc1ccccc1NC(=O)COc1ccc(C(F)(F)F)cc1[N+](=O)[O-]	-6	-1.9	-2.4	4	109	·	1	·	·

Looked up above:
Reading for CCC(C)Sc1nc2c(c(=O)[nH]c(=O)n2C)n1C (stereo not given) in IMP-1 inhibitor: -0.1
Reading for CCC(C)n1c(SCc2ccccc2)nc2ccsc2c1=O (stereo not given) in VIM-2 inhibitor: -2.9
Reading for COc1cc(OC)c(OC)cc1CN1CCN(S(=O)(=O)c2ccc(NC(C)=O)cc2)CC1 in IDE act: -1

(list continues)
SMILES	HCV NS3 hel inh	IMP-1 inhibitor	VIM-2 inhibitor	IDE act	MEKK3 PB1 HTS	SUMO HTRF inh	FID counter	pCIP destab	PHOSPHO1 inh
CCCCn1c(Cc2ccccc2)n[nH]c1=S	-2	-3.2	-1.6	-7	101	21	-8	-18	-24
O=C(/C=C/c1ccccc1)Nc1cccnc1Oc1ccccc1F	-25	-3.6	-3.5	9	105	-20	-21	-8	7
COc1ccc(-c2[nH]c(-c3ccc(SC)cc3)nc2SCC(=O)Nc2nccs2)cc1	-6	-1.7	0.0	0	100	-8	3	-3	6
Nc1nnc(SCC(=O)c2ccco2)s1	1	-2.5	-2.1	-2	96	-20	2	1	-6
CCc1noc(C)c1C(=O)Nc1ncc(C)s1	-21	-1.2	-1.2	1	100	8	-5	-9	52
CN1CCN(C(=O)c2cnn(-c3ccccc3)c2NC(=O)c2ccccc2F)CC1	8	-4.8	-2.2	0	102	-4	3	-19	7
COc1ccc(CNC(=O)CCc2c(C)nc3ncnn3c2C)cc1	7	-5.4	-2.2	3	99	19	-3	-19	6
C/C(=C/C(=O)Nc1cccc(F)c1)N1CCCC1	11	-1.6	-0.9	-10	98	8	-4	-14	24
COc1ccccc1N1CCN(S(=O)(=O)c2cnc[nH]2)CC1	5	-3.8	-0.7	2	102	6	4	-9	22
O=[N+]([O-])c1ccc(S(=O)(=O)CC(CN2CCOCC2)N2CCOCC2)cc1 (stereo not given)	-3	-3.6	0.0	7	101	-3	1	-8	34
O=C(CSc1nnc(CNC(=O)c2ccco2)o1)c1ccc(Cl)cc1	-4	-3.3	-2.4	6	101	19	-2	1	13
O=C(Nc1nnc(-c2ccc(Cl)s2)o1)C1CCCCC1	2	-4.4	-5.0	5	115	·	-3	·	·
COC(=O)c1cccc(NC(=O)c2ccc3c(c2)C(=O)N(Cc2cccnc2)C3=O)c1	-2	-0.7	-1.4	-2	103	2	-26	0	32
O=C(CN1C(=O)c2ccccc2C1=O)Nc1sc2c(c1C(=O)NCc1ccco1)CCCC2	12	1.1	0.7	1	108	8	-3	-3	41
Cc1ccc(C(=O)OCC(=O)Nc2cccc(S(=O)(=O)NC3=NCCCCC3)c2)c(C)c1	-8	-2.1	-3.3	-3	100	-9	-38	-2	-20
Cn1c(SCC(=O)Nc2ccccc2)nc2c([nH]c3ccccc32)c1=O	3	-1.8	-2.0	9	101	18	-2	-14	-146
Cc1cccc(C)c1NC(=S)NNc1ncc(C(F)(F)F)cc1Cl	1	-6.6	-5.9	-4	101	-3	-7	-12	30
Cc1cc(C)c(S(=O)(=O)N2CCCCCC2)cc1Br	-1	-2.3	-2.1	-5	104	4	-4	-25	14
Cc1ccc(SCC(=O)NCc2ccccc2C)cc1	26	1.2	1.5	2	76	-1	-21	-1	19
CCCc1cc(=O)[nH]c(/N=C(\N)Nc2ccccc2)n1	8	-2.5	-3.0	-6	100	5	-7	0	11
Cc1ccc(CN2CCSc3ccc(C(=O)N4CCOCC4)cc32)cc1	2	0.1	-1.4	5	96	24	-47	2	44
CCOC(=O)c1[nH]c2ccc(OCC)cc2c1NC(=O)CN1CCN(c2ccccn2)CC1	-3	-4.0	-1.3	-4	101	26	-5	0	-26
Cc1noc(C)c1S(=O)(=O)N1CCN(c2ccccc2)CC1	6	-4.1	-0.8	0	103	5	-6	15	23
CNC(=O)c1cc2c(s1)-c1ccccc1CC2	0	-2.5	-0.9	6	99	36	-5	-4	29
CN1CCC(OC(c2ccccc2)c2ccccc2)CC1	-13	-1.3	-1.1	-3	89	-5	22	3	-6
O=C(Cn1cnc2ccccc2c1=O)Nc1cccc(S(=O)(=O)N2CCCCC2)c1	-10	-4.6	-2.2	9	90	-17	-9	-13	11
Cc1cccc(C)c1Nc1c(-c2ccccc2O)nc2ncccn12	-6	-0.3	-0.9	9	97	2	-4	6	20
CCCCCCn1nc(C(=O)OCC(=O)NC2CCS(=O)(=O)C2)c2ccccc2c1=O (stereo not given)	3	-4.0	-0.5	1	101	0	-20	16	-51
O=C(c1cc2cc([N+](=O)[O-])ccc2oc1=O)N1CCN(c2ncccn2)CC1	0	-2.0	-2.5	-3	109	-2	-3	-11	-2

2 compounds picked at random from those above:
SMILES	HCV NS3 hel inh	IMP-1 inhibitor	VIM-2 inhibitor	IDE act	MEKK3 PB1 HTS	SUMO HTRF inh	FID counter	pCIP destab	PHOSPHO1 inh
CN1CCC(OC(c2ccccc2)c2ccccc2)CC1	-13	-1.3	-1.1	-3	89	-5	22	3	-6
CCc1noc(C)c1C(=O)Nc1ncc(C)s1	-21	-1.2	-1.2	1	100	8	-5	-9	52

Only part of the results is shown, so the mix of outcomes need not match the whole.
